High-throughput results as filed in PubChem.
IL-2 act: IL-2 activation | 360,000 tested, 0.065% active | AID 652025 | activation, % (series mostly up to about 46 µM) | IL-2 activation reporter assay, cell-based qHTS; stimulated with anti-CD3/CD4/CD28 beads; in transgenic mouse T cells; in the data active = activation above about 50%; inconclusive = mostly about 30% to 49%; also: 0% is about no effect
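Using fluorescent plate cytometry, EGFP and DsRed are detected in transgenic mouse T cells stimulated 18 h at 37 degrees C with antibody-coated beads after 60 min compound pretreatment.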
WRN helicase inh: WRN helicase (human) inhibition. Q14191. WRN helicase unwinding, fluorescent forked duplex, kinetic. Potency, µM (top dose mostly 114 µM), for the others: at the highest dose activity change, negative = inhibition, hits mostly inhibitors. 360,000 tested, 0.46% active; also: potency is read from the fitted curve at half-maximal effect; % is scaled to controls: 0 for no effect and ±100 for the full control effect; nearly all actives have a fitted effect of over 55% in size
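Fluorescence dequenching readout, ex 525 nm/em 598 nm, kinetic mode: forked duplex DNA (100 nM final) with adjacent fluorophore and quencher unwound by WRN (20 nM final) with 2 mM ATP. Compound preincubation 15 min, room temperature.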
FUS yeast rescue: FUS proteinopathy suppression in yeast; S. cerevisiae FUS-expressing, growth rescue, OD600, 24 h; Potency, µM (doses to about 76.6 µM), inactives show at the highest dose growth rescue (activation), usual class: activators; AID 1347120; 390,000 tested, 0.24% active;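 also: potency is read from the fitted curve at half-maximal effect; plate controls were DMSO vehicle for no effect and reference control for full effect; nearly all actives have a fitted effect of over 55% in size; some results filed as inactive show a strong effect at the top dose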
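S. cerevisiae expressing FUS from galactose induction served as the toxicity model. Growth after 24hr at 30C, read as absorbance at 600 nm, indicates suppression of toxicity; compounds dosed at several concentrations.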
Abeta yeast res: restores growth of yeast expressing A-beta42 peptide; 410,000 tested, 0.063% active; AID 1347071; yeast expressing A-beta42, growth rescue, OD600, 48 h; response scale: 0% DMSO, 100% iron-clioquinol control; Potency, µM (highest dose often 46.1 µM), without a hit: at the highest dose growth rescue, actives largely listed as activators; also: potency is read from the fitted curve at half-maximal effect; nearly all actives have a fitted effect of over 55% in size
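Yeast A-beta toxicity model in growth medium with pinned compounds, 48 h at 30 C; growth read as absorbance at 600 nm. Normalized to FeCl3/clioquinol equimolar mix (positive) and DMSO (negative).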
EPAC1 ag: EPAC1 (human) agonism | O95398 | EPAC1 agonist qHTS, biochemical assay; response scale: 100% = response to 6.5 mM cAMP | Potency, µM (highest dose often 154 µM), without a hit: at the top dose activation, usual class: activators | 360,000 tested, 0.073% active; also: potency is read from the fitted curve at half-maximal effect; nearly all actives have a fitted effect of over 60% in size
Target sequence (O95398 whole entry, looked up): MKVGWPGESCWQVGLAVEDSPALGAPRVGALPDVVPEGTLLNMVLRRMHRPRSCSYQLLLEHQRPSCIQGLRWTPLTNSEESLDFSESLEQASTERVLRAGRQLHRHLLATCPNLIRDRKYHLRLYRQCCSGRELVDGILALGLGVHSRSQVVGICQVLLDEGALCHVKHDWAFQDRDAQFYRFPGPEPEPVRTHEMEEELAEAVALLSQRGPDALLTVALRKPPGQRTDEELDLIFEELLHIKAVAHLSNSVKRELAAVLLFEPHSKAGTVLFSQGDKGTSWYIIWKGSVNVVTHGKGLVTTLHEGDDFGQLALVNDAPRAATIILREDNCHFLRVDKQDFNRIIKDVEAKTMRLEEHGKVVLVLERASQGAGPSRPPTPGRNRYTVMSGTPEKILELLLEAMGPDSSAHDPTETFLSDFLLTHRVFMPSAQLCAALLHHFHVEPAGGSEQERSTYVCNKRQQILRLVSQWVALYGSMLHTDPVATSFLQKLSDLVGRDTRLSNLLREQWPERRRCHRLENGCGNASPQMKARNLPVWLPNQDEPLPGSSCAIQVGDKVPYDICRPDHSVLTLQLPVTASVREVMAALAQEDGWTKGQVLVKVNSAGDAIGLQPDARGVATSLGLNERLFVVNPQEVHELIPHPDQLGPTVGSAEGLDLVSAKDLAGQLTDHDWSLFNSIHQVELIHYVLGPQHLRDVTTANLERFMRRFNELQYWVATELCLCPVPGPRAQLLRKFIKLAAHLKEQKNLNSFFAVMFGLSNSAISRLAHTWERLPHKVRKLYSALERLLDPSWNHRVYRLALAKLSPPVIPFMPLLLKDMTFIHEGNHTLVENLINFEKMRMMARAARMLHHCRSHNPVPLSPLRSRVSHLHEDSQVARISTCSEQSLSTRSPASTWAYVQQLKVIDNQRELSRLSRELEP
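Multi-concentration qHTS readout: loss of Rap1B-bound BODIPY-GDP fluorescence driven by 100 nM EPAC1 with excess GDP (50 uM), monitored kinetically at room temperature; agonist response expressed relative to 6.5 mM cAMP.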
EPAC1 antag: EPAC1 (human) antagonism; EPAC1 GEF assay, Rap1b-BODIPY-GDP exchange fluorescence; O95398; 360,000 tested, 0.14% active; Potency, µM (doses to about 115 µM), for the others: at the highest dose activity change, negative = inhibition, usual class: inhibitors;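 also: potency is read from the fitted curve at half-maximal effect; plate controls were vehicle for no effect and positive control for full effect; nearly all actives have a fitted effect of over 50% in size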
PI5P4K alpha inh: blocks human PI5P4K alpha kinase activity | PI5P4Kalpha enzyme, ADP-Glo luminescence, 60 min; hits give low values | max response, % | 330,000 tested, 1.2% active | AID 652105; active = max response of -50% or lower; inconclusive = between -30% and -50%; inactive = -30% or higher; also: value at the top dose of about 77 µM; % is scaled to controls: 0 for no effect and ±100 for the full control effect
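Reactions run in 0.038 M HEPES pH 7.4, 0.28 mM EGTA, 0.1% CHAPS and 5% DMSO, with PI5P4Kalpha, substrate, compound and 5 microM ATP final, one hour at room temperature. Readout is ADP-Glo luminescence.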
PLK1 PBD inh: blocks phosphopeptide binding to human PLK1 polo-box domain; P53350; Plk1 PBD binding of FITC phosphopeptide, fluorescence polarization; Potency, µM, inactives show max response, negative = inhibition, actives largely listed as inhibitors; 360,000 tested, 2.8% active; AID 720504; also: potency is read from the fitted curve at half-maximal effect; series mostly up to about 57 µM; % is scaled to controls: 0 for no effect and ±100 for the full control effect; nearly all actives have a fitted effect of over 65% in size
The depositor's hits bear a star; ? = inconclusive; . = not tested or not shown; [ ] = dose if it differs, or a comment. Unless noted, calls follow the shape of the dose curve; as a rule, active = well fitted curve in the direction sought with a large enough effect; inconclusive = small, poorly fitted or top-dose-only effect, or another doubt; inactive = no such curve, though single readings can be large; an effect the other way counts as inactive or inconclusive.

SMILES	IL-2 act	WRN helicase inh	FUS yeast rescue	Abeta yeast res	EPAC1 ag	EPAC1 antag	PI5P4K alpha inh	PLK1 PBD inh
CC1CCCN(C(=O)c2ccncc2)C1 (centres undefined)	-2.0	-4.5%	-11.2%	6.1%	0.0%	-11.8%	-8.4	-0.1%
CC(C)(C)c1ccccc1NC(=O)CN1C(=O)NC(Cc2ccccc2)C1=O (centres undefined)	-2.2	10.4%	7.0%	5.2%	0.1%	7.5%	3.7	-1.7%
CC(=O)Oc1ccc(CC(C(=O)O)N2C(=O)c3ccccc3C2=O)cc1 (centres undefined)	-0.2	-3.7%	5.5%	-29.5%	0.6%	5.7%	2.8	-17.2%
COc1cc(/C=N/n2cnnc2)ccc1OC(=O)c1cccnc1	1.0	10.2%	7.5%	6.0%	8.8%	4.2%	?	7.52µM*
CCCCNC(=O)C[C@@H]1C[C@@]2(C(=O)OC)CC(C)(C)CC=C2N(Cc2ccco2)C1=O	1.4	4.1%	38.3%	3.0%	-17.0%	-7.5%	4.4	0.8%
Cc1ccc2oc(=O)n(Cc3ccc(F)cc3)c2c1	-0.5	-1.5%	12.8%	-2.3%	-3.6%	-9.2%	-6.4	2.2%
NC(N)=NS(=O)(=O)c1ccc(NC(=S)NC(=O)c2sc3ccccc3c2Cl)cc1	2.1	-3.6%	.	12.4%	-11.8%	2.6%	-5.7	-16.4%
O=C1O/C(=C\C(=O)N2CCOCC2)c2ccccc21	-0.2	3.8%	-22.5%	-11.0%	-15.4%	-13.3%	3.1	-12.1%
COc1ccccc1CN1CCC(n2nccc2NC(=O)CCc2ccccc2)CC1	-0.9	0.7%	5.0%	8.1%	0.6%	-20.6%	0.1	0.9%
COc1ccccc1NS(=O)(=O)c1ccc2c(c1)NC(=O)C(C)S2 (centres undefined)	-1.9	-14.3%	0.7%	-2.4%	9.1%	-13.1%	-11.6	26.7µM*
CC1(C)CC(=O)C(C(=O)C2CCN(S(=O)(=O)c3ccccc3)CC2)C(=O)C1	-0.9	-12.8%	24.1%	-45.2%[inhibitor]	2.9%	-21.6%	0.5	-5.0%
Clc1cccc(-c2ccc(/C=N/n3cnnc3)o2)c1	-2.9	-9.5%[57.1 µM]	4.0%	-52.1%	6.4%	-3.9%	.	-4.3%
O=C(CSc1nc2[nH]ncc2c(=O)[nH]1)c1ccccc1	1.3	-33.8%[57.1 µM]	-8.3%	-1.7%	4.2%	16.6%	4.4	-7.2%
COc1cccc(OC)c1C(=O)Nc1cc2c(cc1N1CCOCC1)n(C)c(=O)n2C	-2.7	-2.1%	13.5%	-4.2%	16.6%	13.6%	1.3	-10.1%
O=C(Nc1nc2ccccc2s1)c1cccc(N2C(=O)CCC2=O)c1	2.8	-14.6%	17.4%	1.4%	-9.7%	10.3%	-20.6	-8.0%
O=C(Nc1cccc(-c2nc3cccnc3s2)c1)c1cccnc1Cl	-1.2	10.5%	4.9%	6.8%	8.8%	0.8%	6.9	?
Cc1ccc(C)c(-n2nnnc2Sc2nnnn2-c2ccccc2)c1	-1.0	-5.1%	6.8%	-25.5%	-2.0%	-8.1%	.	-13.2%
CCCN1CCc2c(sc(NC(=O)c3ccc(S(=O)(=O)N4CCCC4)cc3)c2C(N)=O)C1	9.5	8.0%	21.7%	15.1%	16.9%	16.9%	-25.8	6.3%
CC(SCc1ccccc1)C(=O)Nc1ccccc1F (centres undefined)	-3.3	-1.8%	-23.1%	0.2%	6.3%	-11.1%	-0.3	-23.8%
FC(F)(F)c1nnc(-c2ccccc2)nc1N1CCOCC1	-2.5	-8.8%	3.6%	8.2%	9.2%	0.1%	.	0.6%
COc1ccccc1C(=O)NCC(=O)NCCC(c1ccccc1)c1ccccc1	-6.0	-25.7%	.	-12.3%	6.5%	6.3%	1.6	-2.4%
COC(=O)C(Cc1c[nH]c2ccccc12)N1CCS(=O)(=O)CC1 (centres undefined)	-3.1	7.3%	5.5%	-1.5%	8.3%	0.3%	-9.1	-8.3%
COc1ccccc1NC(=O)NCCC1=CCCCC1	-2.2	4.6%	4.9%	13.1%	2.0%	7.6%	-16.3	23.8µM*
C=C(C)COc1ccc(-c2nc(N)ncc2Oc2ccc(OC)cc2)c(O)c1	1.0	-23.1%	-7.6%	-2.9%	-0.4%	?	29.1	-7.2%
CNC(=O)CN(C)S(=O)(=O)c1ccc(F)cc1	-1.5	-0.6%	28.6%	1.4%	8.9%	4.4%	.	-9.3%
COc1ccc(-c2noc(CCC(N)=O)n2)cc1OC	-3.6	6.5%	?	10.9%	6.6%	8.5%	.	-7.2%
O=C(O)Cn1cc(F)c(=O)[nH]c1=O	0.3	3.2%	-14.6%	-1.0%	-14.2%	-1.8%	4.4	-1.8%
CCS(=O)(=O)N1CCN(Cc2ccncc2)CC1	0.3	1.8%	-5.2%	-6.5%	1.2%	3.1%	.	-5.5%
CCCCC1OC23CCCCC2C(C#N)(C(=N)O3)C1(C#N)C#N (centres undefined)	1.2	-8.5%	4.3%	15.6%	0.0%	-1.7%	-2.1	-7.7%
COc1cccc(N2CCN(C(=O)CNC(=O)c3sc4ccccc4c3Cl)CC2)c1	-0.3	1.5%	20.3%	30.7%	-11.2%	-14.1%	2.9	-6.6%
CCSc1nnc(NC(=O)C2CCCCC2)s1	-2.1	5.5%	-20.5%	2.4%	-12.8%	-4.7%	-5.1	-2.1%
Cc1ccc2nc(N3C(=O)C(O)=C(C(=O)c4ccc(C)o4)C3c3ccc(O)cc3)sc2c1 (centres undefined)	-0.3	-1.7%	-2.5%	-3.9%	-3.2%	?	-57.8*	?
N#Cc1sc2nc(N3CCCCC3)c3c(c2c1N)CCCC3	-0.9	-1.9%	11.5%	-4.6%	7.8%	-17.8%	11.2	-0.9%
COc1cccc(NC(=O)CSc2nc3scc(C)c3c(=O)[nH]2)c1	-0.3	-7.3%	5.3%	-17.4%	1.8%	-2.5%	2.7	-1.5%
O=C1/C(=C/c2cccs2)CCC/C1=C\c1cccs1	-1.0	-18.4%	14.7%	-5.9%	15.9%	-8.1%	13.9	0.0%
CCOc1ccc(OCCC(=O)N(CC)CC(=O)Nc2ccccc2C(F)(F)F)cc1	0.1	-1.6%	4.3%	16.2%	2.3%	2.0%	2.7	-4.2%
CC(C)=N/N=c1\scc(C)n1Cc1ccco1	-0.7	0.7%	32.5%	-20.7%	3.6%	-15.4%	7.2	-6.1%
CC1CCC/C(=N/Nc2ccc([N+](=O)[O-])cc2[N+](=O)[O-])C1 (centres undefined)	-0.1	1.7%	-1.0%	22.9%	-2.7%	5.2%	9.5	1.3%
Cc1c(Cl)cccc1N1C(=O)CC(NNC(=O)c2ccc3c(c2)OCO3)C1=O (centres undefined)	0.4	2.8%	-18.7%	10.5%	-2.5%	-1.7%	2.9	2.2%
CN(C)C(=O)COc1ccc(S(=O)(=O)c2ccc(OCC(=O)N(C)C)cc2)cc1	-0.2	1.0%	-1.5%	-16.3%	-3.4%	-8.8%	-0.9	-15.2%
COc1ccc(CC(=O)OCC(=O)Nc2ccc3c(c2)OCO3)cc1	-0.1	-3.0%	-8.2%	-2.8%	-0.5%	8.6%	-5.6	1.9%
COc1ccc(NC(=O)NC23CC4(C)CC(C)(CC(C)(C4)C2)C3)cc1OC	-5.0	-1.7%	11.1%	-7.1%	-13.0%	9.7%	1.0	-14.3%
NC(=O)c1ccc([N+](=O)[O-])cc1SCc1ccccc1	0.1	-30.3%	-24.0%	-1.0%	-10.9%	3.8%	?	-21.7%
O=C(OCC(=O)N1CCCCCC1)c1cc(S(=O)(=O)N2CCOCC2)ccc1F	-0.8	6.9%	-6.1%	5.6%	-2.0%	8.2%	0.6	-5.1%
COc1ccc(OC)c2c(N3CC(C)OC(C)C3)cc(C(F)(F)F)nc12 (centres undefined)	-3.8	4.7%	8.5%	1.2%	-0.1%	4.5%	-2.4	-2.7%
N#Cc1c(-c2ccncc2)c2c([nH]c1=S)CCCC2	0.0	-19.2%	11.7%	13.6%	14.3%	-14.9%	-59.6*	26.7µM*
O=C(N1CCC(O)(c2cccnc2)CC1)C12CC3CC(CC(C3)C1)C2	1.2	2.6%	2.3%	10.4%	-0.9%	-10.4%	3.5	-6.8%
Cc1nc2nc[nH]n2c(=O)c1NS(=O)(=O)c1ccc(F)cc1	0.2	7.9%	7.1%	-0.9%	6.7%	4.2%	-2.4	1.6%
O=C(COc1ccccc1)Nc1c2c(nn1-c1ccc(F)cc1)CS(=O)(=O)C2	5.2	-0.6%	5.8%	-2.8%	-7.2%	-3.9%	-2.4	5.3%
CCCCNC(=O)[C@@H]1CSC2c3ccccc3C(=O)N21 (some centres undefined)	0.2	7.4%	8.8%	-9.6%	-5.0%	1.2%	5.7	-29.8%
O=C(CCNC(=O)c1ccc(Br)o1)NCc1ccc(Cl)cc1	-4.0	7.8%	4.1%	2.9%	-0.6%	11.3%	.	-2.8%
O=c1cc(N2CCN(Cc3ccccc3)CC2)[nH]c(=O)n1Cc1ccc(F)cc1	-1.6	-0.7%	6.6%	-7.0%	3.1%	-1.5%	.	-5.5%
CC(C)CNS(=O)(=O)c1cc2c3c(c1)CC(=O)N3CCC2	-2.1	-1.4%	-13.3%	2.6%	-0.5%	-2.0%	1.4	-2.1%
Cc1ccc(C)c(NC(=O)CN(C)C(=O)c2cccc(Oc3ccccc3)c2)c1	-0.5	-8.2%	40.6%	15.0%	-4.1%	-19.9%	10.1	-6.9%
COc1ccc(S(=O)(=O)N2CCCCC2)cc1NC(=O)c1c(F)cccc1Cl	-1.6	-16.0%	?	-0.3%	1.6%	56.2µM*	5.7	-3.9%
CCCOC(=O)C1=C(C)NC2=C(C(=O)C(C(=O)OC)C(C)C2)C1c1ccc(N(C)C)cc1 (centres undefined)	-1.9	5.8%	44.1%	-0.4%	12.9%	-1.1%	.	-10.7%

Just PI5P4K alpha inh, WRN helicase inh and EPAC1 antag, for some of the entries so far:
| SMILES | PI5P4K alpha inh | WRN helicase inh | EPAC1 antag |
| --- | --- | --- | --- |
| CC(C)CNS(=O)(=O)c1cc2c3c(c1)CC(=O)N3CCC2 | 1.4 | -1.4% | -2.0% |
| Cc1ccc(C)c(NC(=O)CN(C)C(=O)c2cccc(Oc3ccccc3)c2)c1 | 10.1 | -8.2% | -19.9% |

The order is random (roughly 4.1% active in at least one column).
